Myeloid diff 2 = compounds promoting myeloid differentiation. ER-HoxA9 myeloid progenitors, lysozyme-GFP differentiation, flow cytometry. calls only at 10 µM. hit rate 1% among 360,000. AID 624256;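 active = normalized GFP-positive differentiation at or above the plate's own cutoff, the solvent-only control mean plus 3 SD; inconclusive = no clear call, values can overlap the other calls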;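 note: cells exposed to compound for four days before flow analysis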
Myeloid diff 2 GFP+ MAC1+ % = recorded beside Myeloid diff 2, whose call it bears; GFP+ MAC1+ double positive, %; measured here: differentiation confirmed by MAC1 staining
* = called active by the depositor; i = inactive; ? = inconclusive; · = not tested or not shown; + = active, no number.

SMILES | Myeloid diff 2 | Myeloid diff 2 GFP+ MAC1+ %
Cc1cncc(N2CCN(c3ccccn3)CC2)n1 | i | 0.1
NC(=O)c1nnsc1-c1ccco1 | i | 0.7
CCC1(CCC(C)C)SC(N)=NC1=O (centres undefined) | i | 0.9
COc1ccc(-c2ccc3oc(-c4ccc(OC)cc4)c(-c4ccc(OC)cc4)c3c2)cc1 | i | 1.3
COCCN(CCOC)Cc1cc(=O)oc2cc(OC)c(Cl)cc12 | i | 0.5
O=C(c1[nH]c(C(F)(F)F)nc1-c1ccccc1)N1CCCN(Cc2ccc(F)cc2)CC1 | i | 1.9
O=C(NCc1cccc(C(F)(F)F)c1)c1csc([C@@H]2C[C@H](O)[C@@H](CO)O2)n1 | i | 0.3
CC(C)(C)Cc1c(-c2ccc(C#N)cc2)nc2ccc(Cl)cn12 | i | 0.3
O=C(CC1SCCNC1=O)NCc1ccccc1 (centres undefined) | i | 1.6
O=C(c1ccco1)N1CCN(C2CN(Cc3ccc(F)cc3)S(=O)(=O)C2)CC1 (centres undefined) | i | 1.4
Cc1ccc2nc(-c3cccc(Br)c3)c(Cc3ccccn3)n2c1 | i | 0.6
CCC(C(=O)NC1CCCC1)n1c(-c2ccnc3ccccc23)nc2ccccc21 (centres undefined) | i | 2.8
COC(=O)[C@@]1(Cc2ccc(OC)cc2)[C@H]2c3cc(C(=O)N4CCCC4)n(Cc4ccc(S(C)(=O)=O)cc4)c3C[C@H]2CN1C(=O)c1ccccc1 | i | 0.9
CC1(C(=O)NS(=O)(=O)c2ccc(C#N)cc2)CCN1C(=O)C1(c2ccc(Cl)cc2)CCC1 (centres undefined) | i | 0.6
O=C(NCCN1CCC(n2c(=O)[nH]c3ccccc32)CC1)c1ccncc1 | i | 0.3
C[C@H]1CN([C@@H](C)CO)C(=O)CCCn2cc(nn2)CO[C@@H]1CN(C)S(=O)(=O)c1cccc(C#N)c1 | i | 1.4
COc1cc2c(cc1O)C(CSC)Cc1cc3c(cc1N(C)CC2)OCO3 (centres undefined) | i | 0.7
N#CC(=C(c1ccccc1)c1ccccc1)c1ccccc1 | i | 0.5
COc1cccc(CNC(=O)c2cc3c(c(-c4cccc(-c5cccc(C#N)c5)c4)n2)[C@H](CCO)N(S(=O)C(C)(C)C)C3)c1 (some centres undefined) | i | 1.0
Cc1ccc(S(=O)(=O)N(C)C[C@@H]2OCc3cn(nn3)CCCC(=O)N([C@@H](C)CO)C[C@H]2C)cc1 | i | 0.6
C[C@H](O)[C@@H]1C(=O)N2CCc3ccc(-c4cccc(F)c4)cc3[C@@H]2C[C@@H]1N(C)C(=O)C(C)(C)C | i | 1.2
Cc1ccccc1Nc1nnc(SCC(=O)c2c(N)n(C3CC3)c(=O)[nH]c2=O)s1 | i | 0.5
CCN1C(=O)[C@H]2[C@@H](c3ccc(OC)cc3)N[C@]3(CCCN(CCC(C)C)C3=O)[C@H]2C1=O | i | 0.7
CC1(C(=O)NS(=O)(=O)c2cccc(F)c2)CCN1C(=O)C/C=C/c1ccccc1 (centres undefined) | i | 0.9
O=C(CC(=O)N1CCOCC1)N1CCOCC1 | i | 1.2

Some of these compounds in order of molar mass, ascending.
SMILES | Myeloid diff 2 | Myeloid diff 2 GFP+ MAC1+ %
Cc1cncc(N2CCN(c3ccccn3)CC2)n1 | i | 0.1
N#CC(=C(c1ccccc1)c1ccccc1)c1ccccc1 | i | 0.5
COCCN(CCOC)Cc1cc(=O)oc2cc(OC)c(Cl)cc12 | i | 0.5
Cc1ccccc1Nc1nnc(SCC(=O)c2c(N)n(C3CC3)c(=O)[nH]c2=O)s1 | i | 0.5
CC1(C(=O)NS(=O)(=O)c2ccc(C#N)cc2)CCN1C(=O)C1(c2ccc(Cl)cc2)CCC1 (centres undefined) | i | 0.6
Cc1ccc(S(=O)(=O)N(C)C[C@@H]2OCc3cn(nn3)CCCC(=O)N([C@@H](C)CO)C[C@H]2C)cc1 | i | 0.6

Structural class, those above with a CF3 group.
SMILES | Myeloid diff 2 | Myeloid diff 2 GFP+ MAC1+ %
O=C(c1[nH]c(C(F)(F)F)nc1-c1ccccc1)N1CCCN(Cc2ccc(F)cc2)CC1 | i | 1.9
O=C(NCc1cccc(C(F)(F)F)c1)c1csc([C@@H]2C[C@H](O)[C@@H](CO)O2)n1 | i | 0.3

Next structures.
SMILES | Myeloid diff 2 | Myeloid diff 2 GFP+ MAC1+ %
CCc1nc2ccc(C(=O)NCc3ccc(OC)cc3)cn2c1N(CCC(C)C)CCN(C)C | i | 1.1
CCOc1ccc(OCCC(=O)OCC(=O)Nc2cc(S(=O)(=O)N3CCOCC3)ccc2OC)cc1 | i | 0.1
O=C(c1cc2ccccc2[nH]1)N1O[C@@H]2C=C[C@H]1C2 | i | 2.7
CC(=O)Nc1ccc(NC(=O)C2CC(=O)N(Cc3ccco3)C2)cc1 (centres undefined) | i | 0.5
CCCS(=O)(=O)NC(=O)C1(C)CCN(C(=O)c2ccc(C(F)(F)F)cc2)C1 (centres undefined) | i | 1.0
O=C(C(=O)N1CCN(c2ccccc2F)CC1)c1cn(CC(=O)N2CCCC2)c2ccccc12 | i | 1.2
COC(=O)C[C@@H]1C[C@@H]2c3cc(NS(=O)(=O)c4ccc(F)cc4)ccc3O[C@@H]2[C@@H](CO)O1 | i | 0.5
C[C@H]1CN(S(=O)C(C)(C)C)[C@H](CCO)/C1=C\c1ccccc1 (some centres undefined) | i | 0.7
COc1cccc(C(C)(O)c2nc(-c3ccc4ccccc4c3)cs2)c1 (centres undefined) | i | 0.3
NC(=N\N=Cc1ccccc1)/C(N)=N/N=Cc1ccccc1 | i | 0.3
COc1ccc(-c2ccc3c(c2)C2CC3CCN2Cc2ccc(OC(F)(F)F)cc2)cc1 (centres undefined) | i | 0.4
O=c1[nH]nnc2c1ncn2C1OC(CO)C(O)C1O (centres undefined) | ? | ·
N#Cc1cccc(OC(=O)C2CCN(C(=O)c3ccc(F)cc3)CC2)c1 | i | 0.3
O=C(CSCC(=O)c1ccc([N+](=O)[O-])cc1)c1ccc([N+](=O)[O-])cc1 | i | 1.1
COc1cc(C=NNc2nc3c([nH]2)c(=O)n(C)c(=O)n3C)ccc1O | i | 0.9
O=C1CC(=O)N(C2CCCCC2)C(=O)N1c1ccccc1S(=O)(=O)Oc1ccccc1 | + | 2.6*
O=C1NC(=O)C(=CC=Cc2ccccc2)S1 | i | 0.7
CC(=NNC(=S)N1CC2CCC(CC2)C1)c1cccc(C)n1 | ? | ·
Cc1cc(C)n2c(Nc3c(C)cccc3C)c(CCc3ccccc3)nc2n1 | i | 0.8
COc1ccccc1CCn1cnc(Cc2cccc(F)c2)c1C(C)C | i | 1.2
Cc1cccc(C)c1NC(=O)C1(C)CSCC(=O)N1CCCN1CCOCC1 (centres undefined) | i | 2.2
C[C@@H]1CN([C@H](C)CO)C(=O)c2cc(Br)cnc2O[C@@H]1CN(C)C(=O)c1cccc(F)c1 | i | 0.8
COc1ccccc1N1CCN(S(=O)(=O)CCNC(=O)c2cccs2)CC1 | i | 0.0
CCc1noc(C)c1C(=O)OCC(=O)Nc1ccccc1SC | i | 0.8
Cc1c(NC(=O)c2nn(CC(C)C)c(=O)c3ccccc23)c(=O)n(-c2ccccc2)n1C | i | 0.7
SMILES | Myeloid diff 2 | Myeloid diff 2 GFP+ MAC1+ %
CCCS(=O)(=O)NC(=O)C1(C)CCN(C(=O)c2nc(C)oc2C)C1 (centres undefined) | i | 0.3
OC[C@@H]1CN(Cc2cccs2)C[C@H](n2cnc3c(NC4CCC4)ncnc32)O1 | i | 1.7
CNc1cc(-c2cc(OC)ccc2OC)ncn1 | i | 0.8
CCCOc1ccc(C(=O)CCC(=O)OCC(=O)Nc2cccc(S(N)(=O)=O)c2)cc1 | i | 0.9
C[C@@H]1CN([C@H](C)CO)C(=O)CCCn2cc(nn2)CO[C@H]1CN(C)S(=O)(=O)c1ccccc1C#N | i | 1.2
COCCNc1ncnc2c1ncn2[C@H]1CN(CCOC)C[C@@H](CO)O1 | i | 0.9
O=C(Nc1ccc(F)cc1)C(CCc1ccccc1)N1CCN(C(=O)c2ccco2)CC1 (centres undefined) | i | 0.8
Cc1cccc(C)c1NC(=O)C(c1ccccc1OC(F)(F)F)N1CCN(c2ccc(F)cc2)CC1 (centres undefined) | i | 1.9
COc1ccc(NC(=O)C2Cc3c(-c4cccc(C(C)=O)c4)ccnc3O2)cc1OC (centres undefined) | ? | ·
O=CNc1cc(-c2ccc(C(=O)NC3CC3)cc2)cn2c(-c3ccc(F)cc3)cnc12 | ? | ·
C=C1C(=O)OC2C1CCC(C)=C1C(=O)C3OC3(C)C12 (centres undefined) | ? | ·
COc1ccc(Cc2n[nH]c(=S)n2-c2cc(C)ccc2C)cc1OC | i | 0.9
CCOc1ccc(NC(=O)CN2C(=O)NC(C)(c3ccc4c(c3)OCCCO4)C2=O)cc1OCC (centres undefined) | i | 0.4
O=[N+]([O-])c1ccc(Cl)c(S(=O)(=O)NC2=NCCC2)c1 | i | 2.2
Cn1c2c(c(=O)n(C)c1=O)CN(Cc1ccccc1)CN2 | i | 0.5
CC(=NNC(=O)c1ccncc1)c1cccc(Br)c1 | i | 1.4
COCCNc1nc2cc(-c3cccc(C(F)(F)F)c3)sc2c(=O)n1C | i | 0.6
CCCC(=O)N1CCCC1(C)C(=O)N(C)Cc1cccc2ccccc12 (centres undefined) | i | 1.3
O=C(Nc1ccc(OC(F)F)cc1)c1cc(S(=O)(=O)N2CCOCC2)ccc1N1CCCC1 | i | 1.4
CCCCN1C(=O)C(CC(=O)NCC2CCCCC2)CC(C(=O)N(CC)CC)=C1C (centres undefined) | i | 0.8
COC(=O)C1(C(=O)OC)C2CCCCC2N(S(=O)(=O)c2ccc(C)cc2)[C@@H]1CC(C)=O (some centres undefined) | i | 4.5
COc1ccc(NC(=O)c2oc3ccc(S(=O)(=O)N4CCOCC4)cc3c2C)c(OC)c1 | i | 0.1
CN1CCN(c2ncnc3c2ncn3[C@H]2CN(Cc3ccco3)C[C@@H](CO)O2)CC1 | i | 1.2
FC(F)(F)c1ccc(-c2cccc3c2C2CC3CCN2)cc1 (centres undefined) | i | 0.2
CC(=O)Nc1ccc(NC(=O)c2ccc(-c3c(C)noc3C)c3ccoc23)cc1 | i | 0.6

Full records from above.
Shown for CCc1nc2ccc(C(=O)NCc3ccc(OC)cc3)cn2c1N(CCC(C)C)CCN(C)C → Myeloid diff 2 = i; Myeloid diff 2 GFP+ MAC1+ % = 1.1
Shown for O=C(Nc1ccc(OC(F)F)cc1)c1cc(S(=O)(=O)N2CCOCC2)ccc1N1CCCC1 → Myeloid diff 2 = i; Myeloid diff 2 GFP+ MAC1+ % = 1.4
Shown for Cn1c2c(c(=O)n(C)c1=O)CN(Cc1ccccc1)CN2 → Myeloid diff 2 = i; Myeloid diff 2 GFP+ MAC1+ % = 0.5

Further structures.
SMILES | Myeloid diff 2 | Myeloid diff 2 GFP+ MAC1+ %
CC(C)N1CCC1(C)C(=O)Nc1nccc2cccnc12 (centres undefined) | i | 1.3
CC1=C(C(=O)N(C(C)C)C(C)C)CC(CC(=O)NC2CC2)C(=O)N1Cc1ccc(F)cc1 (centres undefined) | i | 1.0
O=C(Nc1ccc(F)c(Cl)c1)c1csc(COCCO)n1 | i | 0.3
COc1ccc(NC(=O)C[C@H]2C(=O)N(c3ccc(OC)cc3)C[C@@H]2C)cc1 | i | 0.9
C[C@@H]1CN([C@H](C)CO)C(=O)CCCn2cc(nn2)CO[C@H]1CN(C)S(C)(=O)=O | i | 1.1
CCc1ccccc1N=Cc1c(C)c(C#N)c2[nH]c3ccccc3n2c1=O | i | 0.3
CCCS(=O)(=O)NC(=O)C1(C)CCCN(C(=O)c2cc(OC)c(OC)c(OC)c2)C1 (centres undefined) | i | 0.7
CC(=O)C1=CCC(c2ccc(Cl)cc2)N(S(=O)(=O)c2ccccc2C)C1 (centres undefined) | i | 1.6
Cc1noc(C)c1C(=O)N1CCC1(C)C(=O)NS(=O)(=O)c1cccs1 (centres undefined) | i | 0.5
Cc1noc(C)c1COc1ccccc1C(=O)NCCc1ccc(F)cc1 | i | 0.6
O=C(CCOc1ccccc1)Nc1ccc(Cl)c(S(=O)(=O)N2CCOCC2)c1 | i | 1.1
COc1ccc(NC(=O)Nc2nnc([C@H]3C[C@H](O)[C@@H](CO)O3)s2)cc1 | i | 0.7
CCCCCC(=O)N1C[C@H](O)[C@@H](n2cc(C3CC3)nn2)C[C@@H]1c1ccc(Cl)cc1 | i | 0.4
CCOC(=O)C1(C)CCN1C(=O)c1cccc(C#N)c1 (centres undefined) | i | 1.2
CN(Cc1cccs1)C(=O)CN1CCN(S(=O)(=O)c2ccc3c(c2)OCCCO3)CC1 | i | 0.5
CC(C)CCC(=O)Nc1cc(S(=O)(=O)N2CCOCC2)ccc1N1CCCC1 | i | 1.3
CC(=O)c1ccc(OC2(C)CCN(Cc3ccccc3OC(F)F)C2)cc1 (centres undefined) | i | 1.7
c1ccc2c(c1)Sc1cnccc1N2CC1CO1 (centres undefined) | i | 0.9
CN(CC(=O)Nc1c(Cl)cccc1Cl)C(=O)CNC(=O)c1sc2ccccc2c1Cl | i | 1.4
CCN(c1ccccc1)S(=O)(=O)c1ccc(Cl)c(NC(=O)CN(C)Cc2cccc(F)c2)c1 | i | 0.3
CCOC(=O)C1=C(COC(=O)c2ccc(Cl)nc2)NC(=O)NC1C (centres undefined) | i | 1.2
CC(C)NC(=O)C1(C)CN(S(C)(=O)=O)CC(=O)N1CCCN1CCOCC1 (centres undefined) | i | 1.6
O=C(NCc1ccccc1)c1cc(C2CCCN(C(=O)C3CC3)C2)on1 (centres undefined) | i | 1.0
CCCCCNC(=O)C(c1ccnc2ccccc12)n1c(=O)c(-c2cc3ccccc3[nH]2)nc2ccccc21 (centres undefined) | i | 2.6
CCOc1ccc(N2CC(C(=O)NCCN3C(=O)S/C(=C/c4cccnc4)C3=O)CC2=O)cc1 (centres undefined) | i | 0.6
Cc1ccsc1C(=O)OCC(=O)NCc1cccs1 | i | 1.4
COC(=O)C1=CN(c2ccc(C)cc2)C(N)=C(C#N)C1c1ccc(OC)cc1 (centres undefined) | i | 1.2
O=S1(=O)C[C@@H](N2CCC[C@@H]2CO)[C@H](COCc2ccccc2)N1 | i | 0.5
COc1cccc(C(O)c2ncc(-c3ccc(Cl)cc3)[nH]2)c1 (centres undefined) | i | 0.4

Only part of the results is shown (hit frequency here may not be typical).
